Bioassay records: PubChem, Southern Research Specialized Biocontainment Screening Center
tuberculosis growth: growth inhibition of non-replicating M. tuberculosis (AID 488890); Mycobacterium tuberculosis non-replicating, growth inhibition; higher % means a stronger effect; 320,000 compounds, 0.39% hits; inhibition, % at 25 µM, or IC50 in µM where a hit was titrated; in the data active = a potency from the dose series; inconclusive = inhibition mostly from about 82% at the one dose, without a potency; inactive = the rest, 99 in 100 with inhibition below about 76%;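 note: plate controls were DMSO cells for no effect and high antibiotic wells for full effect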
VEEV TC-83 Vero: inhibitors of VEEV TC-83 cytopathic effect, confirmation, Vero cells (AID 588727); Vero cells, VEEV TC-83 cytopathic effect inhibition; higher % means a stronger effect; inhibition, % at 20 µM, or IC50 in µM where a hit was titrated; 350,000 compounds, 0.13% hits; in the data active = a potency from the dose series; inconclusive = inhibition mostly from about 14% at the one dose, without a potency; inactive = the rest, 99 in 100 with inhibition below about 12%; note: strong numbers were not always called active
H37Rv inhibition: M. tuberculosis growth inhibition, HTS (AID 449762); M. tuberculosis H37Rv growth inhibition, 7H9 media; higher % means a stronger effect; one-dose inhibition, % at 25 µM; IC50 in µM for titrated hits; 330,000 compounds, 0.59% hits; in the data active = a potency from the dose series; inconclusive = inhibition above about 70% without an active follow-up result;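 note: bacterial growth assessed after seven days of incubation; strong numbers were not always called active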
influenza NS1A: NS1A inhibition, H1N1 influenza, cell based functional assay (AID 504329); NS1A functional cell-based assay, percent inhibition; higher % means a stronger effect; one-dose inhibition, % at 12.5 µM; IC50 in µM for titrated hits; 340,000 compounds, 0.3% hits; in the data active = a potency from the dose series; inconclusive = inhibition above about 27% without an active follow-up result; note: strong numbers were not always called active
PhoP GFP inhibition: Inhibition of PhoP regulon, Salmonella typhi GFP reporter cells, confirmation, 4 h (AID 1850); Salmonella Typhi PhoP-promoter GFP reporter, fluorescence, 4 h; higher % means a stronger effect; inhibition, % at 50 µM, or IC50 in µM where a hit was titrated; 310,000 compounds, 0.33% hits; in the data active = a potency from the dose series; inconclusive = inhibition mostly from about 25% at the one dose, without a potency; inactive = the rest, 99 in 100 with inhibition below about 19%;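 note: 0% = induced wells with vehicle and 100% = uninduced wells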
VEEV TC-83 Vero 10K pilot screen: recorded beside VEEV TC-83 Vero, whose call it bears; inhibition, %; measured here: 10K pilot screen inhibition
Active calls of the source: *; i = inactive; u = inconclusive; x = not tested or not shown. An unsorted share of the library. About 1.5% of those tested had a hit in this group.

SMILES | tuberculosis growth | VEEV TC-83 Vero | H37Rv inhibition | influenza NS1A | PhoP GFP inhibition | others
c1ccc(CCN2CCC(N3CCN(c4ccccc4)CC3)CC2)cc1 | -2% | 0.7% | 1% | 2% | 12%
COc1cc(C(=O)OCC(=O)Nc2cc(-c3cc(C)c(C)cc3C)nn2-c2ccccc2)cc(OC)c1OC | 1% | 0.2% | 2% | -6% | 1%
Nc1c(C(=O)NC2CCCC2)c2nc3ccccc3nc2n1N | -6% | 0.7% | -4% | 1% | -2%
O=C(Nc1nc2c(s1)CN(Cc1ccccc1)CC2)C1CCC1 | 21% | 0.1% | 22% | 8% | -2%
Cc1c(OC(C)C(=O)NCc2ccccn2)ccc2c3c(c(=O)oc12)CCCC3 (stereo unspecified) | 65% | 11% | u | -5% | 7%
CSC1=NCCN1C(=O)Cc1ccc(F)cc1 | -4% | i | 1% | -27% | -9%
CC(C)c1ccc2[nH]c3c(c2c1)[C@@H]1CCN2C(=O)CCC[C@H](C3)[C@H]12 | 18% | 4.8% | 1% | 3% | -2%
O=C(OCc1nnc(-c2ccccc2)o1)C1CC(=O)N(c2ccccc2)C1 (stereo unspecified) | -15% | 0.3% | -7% | -6% | -8%
O=C(CCn1c(=O)oc2cc(Cl)ccc21)Nc1ccc(N2CCOCC2)cc1 | -5% | 1.2% | 2% | -3% | 8%
CC(=O)N1c2c(cc(Br)cc2S(=O)(=O)N2CCOCC2)CC1C (stereo unspecified) | -3% | 1.8% | 0% | -2% | 0% | VEEV TC-83 Vero 10K pilot screen=0.3
CCC(C)N(C(=O)COC(=O)c1[nH]c(C)c(C(C)=O)c1C)C1CCS(=O)(=O)C1 (stereo unspecified) | -6% | 9.7% | 0% | 7% | 4%
COc1cccc(-c2ccc(-c3noc(-c4cccs4)n3)c(OC)n2)c1 | 4% | 4.2% | -2% | -2% | -3%
CCN(CC)c1ccc(/C=C/[N+](=O)[O-])cc1 | u | 11% | 0% | -10% | 4%
COC(=O)Cn1nc(-c2ccccc2)c2cc(Cl)ccc21 | 41% | 0.9% | 8.7µM* | 31% | 4%
CCOc1ncccc1C(=O)OCC(=O)c1ccc[nH]1 | 8% | 7.2% | -6% | -5% | 5%
CCCS(=O)(=O)N1CCCC(C(=O)c2ccccc2OC)C1 (stereo unspecified) | -3% | 0.3% | 1% | -2% | -10%
COc1cccc(CN2CCCC(C(=O)N3CCCCC3)C2)c1OC (stereo unspecified) | 8% | 0.4% | -9% | -2% | -10%
O=C(Cn1c(=O)oc2ccccc21)NCCc1ccccc1 | -3% | 0.5% | -14% | 6% | -10%
COC(=O)c1ccc(CSc2cc(C)c3cc(C)cc(C)c3n2)o1 | 1% | 1.6% | -1% | 7% | -26%
COc1cc(/C=C2\SC(c3ccc(C)cc3)=NC2=O)cc(OC)c1O | 33% | 4.3% | 8% | 18% | 1%
Cc1ccc(C)c(N2C(=O)c3ccc(C(=O)OCC(=O)c4c(N)n(C)c(=O)n(C)c4=O)cc3C2=O)c1 | 3% | 1.3% | -4% | 3% | -4%
Cc1ccc(-n2c(=O)[nH]c3cc(C(=O)NC4CCN(Cc5ccccc5)CC4)ccc3c2=O)cc1 | -9% | 7.0% | -7% | -7% | 3%
Cc1ccc(S(=O)(=O)N(C)CC(=O)Nc2ccncc2)cc1 | 1% | 1.2% | -4% | 10% | 0% | VEEV TC-83 Vero 10K pilot screen=0.4
O=S(=O)(NCC(c1ccc2c(c1)OCO2)N1CCOCC1)c1ccc(Br)cc1 (stereo unspecified) | -6% | 1.9% | -4% | -1% | 0%
CCc1ccc(Nc2n[n+](-c3ccccc3)c(-c3cc(OC)c(OC)cc3Br)s2)cc1 | 78% | 0.4% | 4% | 6% | 9% | VEEV TC-83 Vero 10K pilot screen=0.3
Cc1nc(-c2ccc(Cl)cc2)sc1C1(C)CC(c2cccc([N+](=O)[O-])c2)=NO1 (stereo unspecified) | -6% | 1.4% | -5% | 0% | -16%
COc1ccc(CCN2CC(C(=O)NCC(=O)Nc3ccc(F)c(F)c3)CC2=O)cc1OC (stereo unspecified) | 8% | 1.2% | -4% | -2% | -4%
CC(=O)CCc1ccc(OCCCCN2CCC(Cc3ccccc3)CC2)cc1 | 63% | 1.9% | 39% | -9% | -10%
Cc1ccc(C)c(NS(=O)(=O)c2ccc(-c3coc(C)n3)cc2)c1 | 7% | i | -2% | 15% | -1%
O=C(NCc1ccccc1Cl)C1CCC(=O)N(CC2CCCCC2)C1 (stereo unspecified) | -4% | 3.1% | 10% | -3% | -2%

3 entries from above, ordered by number of heavy atoms, largest number first:
SMILES | tuberculosis growth | VEEV TC-83 Vero | H37Rv inhibition | influenza NS1A | PhoP GFP inhibition | others
COc1ccc(CCN2CC(C(=O)NCC(=O)Nc3ccc(F)c(F)c3)CC2=O)cc1OC (stereo unspecified) | 8% | 1.2% | -4% | -2% | -4%
O=S(=O)(NCC(c1ccc2c(c1)OCO2)N1CCOCC1)c1ccc(Br)cc1 (stereo unspecified) | -6% | 1.9% | -4% | -1% | 0%
Cc1ccc(C)c(NS(=O)(=O)c2ccc(-c3coc(C)n3)cc2)c1 | 7% | i | -2% | 15% | -1%

The list goes on.
SMILES | tuberculosis growth | VEEV TC-83 Vero | H37Rv inhibition | influenza NS1A | PhoP GFP inhibition | others
CCn1cnc2sc(C(=O)Oc3ccc(Br)cc3)c(C)c2c1=O | u | 1.0% | 3.2µM* | x | 0%
CCSc1n[nH]c(=S)s1 | 35% | 0.2% | 3% | 2% | -21%
O=C(N/N=C1\CCCc2ccccc21)c1ccccc1[N+](=O)[O-] | 2% | 0.8% | -5% | -20% | -1%
NC(=O)CN1C(=O)C2C3c4ccccc4C(c4ccccc43)C2C1=O (stereo unspecified) | -7% | 7.2% | 1% | 2% | -3%
O=C1CC(c2ccccc2)CC(O)=C1C=Nc1ccccc1O (stereo unspecified) | u | i | u | -14% | 1% | VEEV TC-83 Vero 10K pilot screen=0.1
CCn1c(SCC(=O)c2ccc(C)cc2)nnc1-c1ccoc1C | 2% | 0.6% | -11% | 3% | 6%
CC1CCCCN1Cc1c(O)ccc2c(=O)c(-c3ccc(Cl)cc3)coc12 (stereo unspecified) | 24% | 1.0% | 1% | 1% | -9%
Cc1cc(OCCN2CC2)c2ccccc2n1 | 27% | x | -3% | x | -10%
CC(C)=NNC1=NC(C)(C)Cc2ccccc21 | 0% | 0.6% | -1% | 1% | -10%
CCCn1c(CCC(=O)O)ccc1-c1ccc(OC)cc1 | 40% | 1.2% | -5% | -1% | 2%
O=C(N/N=C/c1ccc(O)c(O)c1)C1c2ccccc2Oc2ccccc21 | -3% | i | -1% | 8% | 38%
COc1ccc(N2CCN(S(=O)(=O)CCNC(=O)c3ccc4c(c3)OCO4)CC2)cc1 | -11% | 0.6% | -12% | -8% | 6%
CC(Oc1ccc(Br)cc1)C(=O)NC1CCCCCC1 (stereo unspecified) | 12% | 3.5% | 4% | 11% | x
CCOC(=O)C1=C(C)Nc2ccccc2S1 | 24% | 0.6% | 2% | 5% | 4%
CN(CC(=O)NCCc1ccc(F)cc1)Cc1cccs1 | 51% | i | 10% | -3% | 10%
CC(=O)c1ccc(OCC(O)CN2CCN(S(=O)(=O)c3c(C)c(C)cc(C)c3C)CC2)cc1 (stereo unspecified) | 17% | 1.6% | 3% | 13% | -6%
CC1CCC(NC(=O)CSc2nncn2C)CC1 (stereo unspecified) | -6% | 2.2% | -12% | 7% | x
O=C(C[C@@H]1C/C=C\C[C@H](Cc2ccc(F)cc2)C(=O)OCCNC1=O)N[C@H](CO)Cc1ccccc1 | 21% | 0.1% | 4% | 6% | x
CCOP(=O)(c1ccccc1)c1nc(-c2ccccc2C)oc1N1CCCCC1 (stereo unspecified) | 22% | x | 7% | x | 6%
CC1C2NC(=O)N(Cc3ccccc3)C1(C)Oc1ccccc12 (stereo unspecified) | 8% | 0.3% | -7% | 8% | 6%
CC(=O)Nc1ccc(NC(=O)COc2ccc(-c3ccccc3)cc2)cc1 | 71% | 2.7% | 51% | -11% | 9%
CC(OC(=O)c1snc(C(=O)NC2CCCCC2)c1N)C(=O)NC(C)(C)C (stereo unspecified) | 48% | 3.0% | u | -8% | -6%
O=C(NC1CCCC1)C1CCCN(S(=O)(=O)c2ccc(F)cc2)C1 (stereo unspecified) | -7% | 1.5% | -6% | -8% | 9%
COc1ccc(/C=N/n2c(=O)[nH]c3c([nH]c4ccc(Cl)cc43)c2=O)cc1CN1CCCCC1 | 17% | 8.5% | -5% | -19% | -8%
CSc1ccc(Cl)c(C(=O)Nc2nccs2)c1 | 8% | 0.9% | -1% | -13% | 0%
COc1cc(OC)c(CNC2CCCCCC2)cc1Br | 3% | i | -8% | -1% | 4%
Cc1ccc2c(c1)N(CC(=O)NC1CCCC1)C(=O)C(C)O2 (stereo unspecified) | 0% | 0.6% | -7% | -15% | -4%
CC1CCCN(CCC(=O)Nc2ccc(Br)cc2)C1 (stereo unspecified) | x | 0.4% | 3% | -2% | 18%
Cc1ccc(NC(=O)CN(C)C(=O)c2cc3c(s2)CCCCC3)cc1 | -1% | 0.7% | -2% | 1% | x
COc1ccc(-n2nc3ccccc3n2)cc1 | 6% | 2.1% | -10% | 6% | -3% | VEEV TC-83 Vero 10K pilot screen=3.7
COC(=O)c1ccccc1N=Nc1c(C)noc1C | -2% | 0.7% | -9% | -1% | 20%
CCc1ccccc1NC(=O)CSc1nc2[nH]c(=O)cc(O)c2s1 | -19% | i | 3% | -12% | -8%
O=C(/C=C/c1ccccc1[N+](=O)[O-])NNC(=O)c1ccncc1 | -23% | 1.1% | 2% | 7% | x
Cc1ccc2nc(SCC(=O)Nc3cccc(S(=O)(=O)N(C)C)c3)[nH]c2c1 | 11% | 10% | 7% | 2% | -9%
Cc1ccc(S(=O)(=O)/N=C(/c2ccc(F)cc2)N2CCOCC2)cc1 | -6% | 2.6% | -1% | -7% | -4%
CC1(C)Cc2nc(Cl)c(C(N)=O)cc2CO1 | -3% | 0.1% | -4% | -22% | 12%
Cc1ccc(C)c(N(C)S(=O)(=O)c2cccc3nsnc23)c1 | 30% | 0.9% | 5% | 4% | -8% | VEEV TC-83 Vero 10K pilot screen=0.2
O=C(Nc1cccc(Cl)c1)N(CCCN1CCOCC1)Cc1ccccc1F | x | 1.0% | x | 2% | 6%
COC(=O)C1=C(c2ccc(F)cc2OCc2ccccc2)C[C@@H]2CC[C@H]1N2C(=O)NCc1ccco1 | 29% | 0.6% | -6% | 1% | x
CN(CC(=O)NCc1ccco1)S(=O)(=O)c1cccc2cccnc12 | 6% | 1.2% | -8% | 6% | -12%
Cc1ccc(CN2CC(C(=O)N3CCN(S(=O)(=O)c4cccc(F)c4)CC3)CC2=O)cc1 (stereo unspecified) | 23% | i | 1% | 10% | -4%
Cc1cc(C)nc(SCC(=O)NCC2COc3ccccc3O2)n1 (stereo unspecified) | -5% | 1.8% | -17% | 1% | x
CC1=C(C)CC(C(=O)Nc2nccs2)C(C(=O)O)C1 (stereo unspecified) | 4% | 2.2% | -5% | -28% | 8%
Nc1c2c(nn1-c1ccc(C(=O)O)cc1)CNC2 | 3% | i | -3% | -13% | 1%

Grouped by structure, the entries above with an aryl thioether with sulfur outside any ring (8)
SMILES | tuberculosis growth | VEEV TC-83 Vero | H37Rv inhibition | influenza NS1A | PhoP GFP inhibition | others
COC(=O)c1ccc(CSc2cc(C)c3cc(C)cc(C)c3n2)o1 | 1% | 1.6% | -1% | 7% | -26%
CCSc1n[nH]c(=S)s1 | 35% | 0.2% | 3% | 2% | -21%
CCn1c(SCC(=O)c2ccc(C)cc2)nnc1-c1ccoc1C | 2% | 0.6% | -11% | 3% | 6%
CC1CCC(NC(=O)CSc2nncn2C)CC1 (stereo unspecified) | -6% | 2.2% | -12% | 7% | x
CSc1ccc(Cl)c(C(=O)Nc2nccs2)c1 | 8% | 0.9% | -1% | -13% | 0%
CCc1ccccc1NC(=O)CSc1nc2[nH]c(=O)cc(O)c2s1 | -19% | i | 3% | -12% | -8%
Cc1ccc2nc(SCC(=O)Nc3cccc(S(=O)(=O)N(C)C)c3)[nH]c2c1 | 11% | 10% | 7% | 2% | -9%
Cc1cc(C)nc(SCC(=O)NCC2COc3ccccc3O2)n1 (stereo unspecified) | -5% | 1.8% | -17% | 1% | x
